# Bioassay records: PubChem BioAssay, Sanford-Burnham Center for Chemical Genomics
# H9c2 TAG inh – triacylglycerol accumulation inhibition; H9c2 cells, Nile Red lipid (TAG) fluorescence; cells loaded with 200 µM oleic acid; inhibition, % at 12.5 µM; 0.66% of 230,000 active;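 active = pattern-corrected inhibition of lipid staining of at least 50% with the nuclear-stain viability signal not falling by more than 50%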;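 also: 0% = DMSO wells and 100% = triacsin C control wells; some results filed as inactive read as strong as hits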
# H9c2 TAG inh DAPI viability – recorded beside H9c2 TAG inh, whose call it bears; DAPI nuclei signal change (viability), lower = more cytotoxic, %;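 whole-well DAPI fluorescence read on a plate reader as a viability signal; minus 50 percent equals half of cells still viable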
# * hit, by the source's call. A portion of the library, so the mix of outcomes need not match the whole.
SMILES,H9c2 TAG inh,H9c2 TAG inh DAPI viability
CC(NS(=O)(=O)c1ccc(CCC(=O)NCC2CCCO2)cc1)c1ccccc1 (stereo not drawn),7.7,-9.2
COc1cc(CN2CCN(CC#Cc3ccccc3)CC2CCO)cc(OC)c1 (stereo not drawn),-1.1,-7.5
Cc1ccc(C(NC(=O)NCCCN2CCOCC2)=C(Cl)Cl)cc1F,21.3,-16.5
O=C(COC(=O)CSc1ccccc1)NNC(=O)c1ccc([N+](=O)[O-])cc1,3.0,-0.3
CC(C)OC(=O)N(C)C[C@H]1OCc2cnnn2CCCC(=O)N([C@H](C)CO)C[C@H]1C,8.4,-7.3
COc1ccc(NC(=O)C2CCN(c3nc(C)cc(C)n3)CC2)cc1,-20.6,10.5
CCCCNC(=S)Nc1cc([N+](=O)[O-])ccc1C,-41.0,2.0
NC(=O)C(c1ccc(Cl)cc1)c1ncc(C(F)(F)F)cc1Cl (stereo not drawn),-44.1,4.4
O=C(N/N=C/c1cc2ccccc2nc1Cl)c1ccncc1,6.8,-8.4
COC(=O)C(NC(=O)CCc1c(C)nc2ncnn2c1C)C(C)C (stereo not drawn),9.7,-7.1
Cc1ccc[n+](CC(=O)c2ccc(Br)cc2)c1C,6.9,-2.5
CCCn1c(=S)[nH]c2ccccc2c1=O,7.4,-9.5
COc1ccc2nc3ccccc3nc2c1N,5.2,2.7
Cc1onc(-c2c(F)cccc2Cl)c1C(=O)Nc1nnc(-c2ccccc2)s1,-1.9,-8.9
Cc1ccc(S(=O)(=O)CCC(=O)Oc2ccc3c(C)cc(=O)oc3c2)cc1,1.1,9.3
Cc1cc(NC(=O)CCC(=O)N(CC(=O)NC2CCCC2)c2ccc3c(c2)OCCO3)no1,-3.4,-8.6
CC(C)c1ccc(S(=O)(=O)N(C)C2(C)CCS(=O)(=O)C2)cc1 (stereo not drawn),-2.8,4.5
CC(C)[C@H](NC(N)=O)C(=O)Nc1cccc(S(=O)(=O)N2CCOCC2)c1,-7.4,1.9
C/C(=N\NC(N)=S)C1C2C3CC4C5CC(C42)C1C53 (stereo not drawn),-4.3,3.3
COc1cc(CNc2ncn[nH]2)ccc1OCC(=O)NC(C)(C)C,-0.5,2.4
Cc1c(N/C=C/C(=O)C(F)(F)F)c(=O)n(-c2ccccc2)n1C,3.9,0.3
COc1ccc(C)cc1NC(=O)CCN1CC(C)OC(C)C1 (stereo not drawn),-16.7,3.5
O=C(NCc1ccc2c(c1)OCO2)c1cccnc1Cl,7.4,10.7
C(=C\c1ccccc1)/CN1CCN(Cc2ccc3c(c2)OCO3)CC1,9.9,1.0
Cc1ccc(N2C(=O)/C(=C/c3ccco3)SC2=S)cc1,-17.3,6.1
CC(Sc1nc(C(F)(F)F)nc2ccccc12)C(=O)NC1CCCC1 (stereo not drawn),-20.8,11.2
COc1cc(/C=C/C(=O)OCC(=O)NCCCc2ccccc2)ccc1O,-32.0,7.5
CCN(CC)C(=O)C1=C(C)N(Cc2ccccc2)C(=O)C(CC(=O)NC2CCCCC2)C1 (stereo not drawn),-13.7,-4.6
S=C(NCc1ccco1)NCC(c1ccco1)N1CCCCC1 (stereo not drawn),18.6,2.6
CCOC(=O)C1(CCOc2ccccc2)CCN(C(=O)c2ccc(-n3cccn3)cc2)CC1,-2.0,1.1
O=C(Cn1cnc2ccccc2c1=O)NCc1cccs1,4.4,-9.2
Cc1ccc(N(CC(O)CN2CCCC2)S(=O)(=O)c2ccc(C)cc2)cc1 (stereo not drawn),-1.4,8.8
CCN(CC)S(=O)(=O)c1ccc(C(O)=C(C#N)c2nc3ccccc3n2C)cc1,10.1,-3.4
COc1cc2c(cc1OC)CN(S(=O)(=O)c1ccc3c(c1)OCCO3)CC2,2.8,-8.2
O=C(C1CC(=O)N(c2ccccc2)C1)N1CCCCCC1 (stereo not drawn),7.8,-1.6
COc1ccc(CCNC(=O)c2cccc(Br)c2)cc1OC,-0.5,0.2
COc1ccc(OC)c(NC(=O)COC(=O)c2ccc(OC)c(S(=O)(=O)N3CCCC3)c2)c1,-45.3,5.5
O=[N+]([O-])c1cc(C(F)(F)F)ccc1NCC1CCCO1 (stereo not drawn),-4.9,5.6
Cc1cc(C)nc(N(C#N)CC(=O)Nc2ccccc2)n1,-2.5,1.4
COC(=O)c1c(NS(=O)(=O)c2ccccc2)csc1C,-2.9,-0.2
COc1ccc(C2c3ccc4ccccc4c3Oc3ncn(CCN4CCOCC4)c(=N)c32)cc1OC (stereo not drawn),22.9,3.9
CCN(CC(=O)Nc1c(F)cccc1F)C(=O)c1ccc(-c2ccccc2)cc1,5.9,3.6
CCCn1cnc2c(=O)oc3ccccc3c21,-6.7,-3.0
CC(=O)c1csc(COc2ccccc2)n1,14.8,-1.6
O=C(Nc1ccc(S(=O)(=O)Nc2ncccn2)cc1)c1cccc(Br)c1,5.6,-6.5
C=CCn1c(SCC(=O)c2cccs2)nc2sc(C)cc2c1=O,9.1,-22.7
C/C(CC(=O)Nc1ccc(C)c(Cl)c1)=N\NC(=O)Cc1cnc(N)s1,0.4,3.5
O=C(Cc1ccc(Cl)cc1)NNC(=O)C1CC=CCC1C(=O)O (stereo not drawn),-5.9,2.5
O=C(NC1CCN(Cc2ccccc2)CC1)c1cc(S(=O)(=O)N2CCOCC2)ccc1Cl,-13.3,0.8
COCCNC(=O)[C@@]1(Cc2ccccc2)C=C[C@@H](C)N1C(C)=O,5.5,3.4
O=C(CC(=O)N/N=C/c1c(F)cccc1Cl)NCCc1ccccc1,-3.4,1.6
O=C(NCc1ccc(F)cc1)C(=O)NCC(c1ccco1)N1CCOCC1 (stereo not drawn),4.4,-8.9
COc1ccccc1-c1nnc(NC(=O)OCC(C)C)s1,4.5,-9.2
Cc1cc(C)c2cc(C(=O)N3CCC(Cc4ccccc4)CC3)[nH]c2c1,4.1,3.2
CCC1CCCCN1C(=O)COC(=O)COc1ccc(Br)cc1 (stereo not drawn),2.5,2.8
C[C@H]1COC(=O)[C@H](NC(=O)OCC2c3ccccc3-c3ccccc32)C/C=C\C[C@H](CC(=O)N(CCO)Cc2ccccc2)C(=O)N1,-17.0,6.5
CCOc1cc2c(cc1OCC)C(c1ccc(OC)c(OC)c1)N(c1ccc(C(=O)O)cc1)C(=O)C2 (stereo not drawn),-2.9,-4.8
CC(C)(C)c1ccc(S(=O)(=O)N2CCN(C(=O)C3CCC3)CC2)cc1,-23.1,-1.7
NC(=O)c1ccc(NC(=O)c2cc(S(=O)(=O)N3CCCCC3)ccc2N2CCOCC2)cc1,19.3,-4.1
Cc1ccc(F)cc1NC(=O)C1CC(=O)N(CCc2ccccc2)C1 (stereo not drawn),3.5,-23.4
# (cont.)
SMILES,H9c2 TAG inh,H9c2 TAG inh DAPI viability
Cc1cc(Cl)ccc1C(=O)C1CCCN(C(=O)CN2CCOC2=O)C1 (stereo not drawn),-1.6,-3.1
Cc1ccc(NC(=S)NNC(=O)c2nn(C)cc2Cl)cc1,-2.8,-3.1
O=c1c2c3c(sc2nc(NCCOCCO)n1Cc1ccco1)CCCCC3,-6.1,2.0
C=CCN(c1ccc(Cl)cc1)S(=O)(=O)c1cccc(C(=O)OCC(=O)N(C)C)c1,-17.7,-10.5
Cc1ccn2cc(-c3cccc([N+](=O)[O-])c3)nc2c1,8.2,-1.1
Cc1noc(C)c1COc1ccc(CC(=O)NCc2ccccc2)cc1,48.5,-43.5
CC1CCN(c2cc(N(C)CCO)c([N+](=O)[O-])c3nonc23)CC1,16.0,-5.5
CCOC(=O)c1c(C)[nH]c(C(=O)OCC(=O)N(CC)c2c(N)n(Cc3ccccc3)c(=O)[nH]c2=O)c1C,5.1,-6.6
COc1cccc(Nc2n[nH]c(=S)s2)c1,13.9,-6.6
COc1cc(C(=O)NCC(C)C)cc(OC)c1OC,-14.2,4.5
CCOCCn1c(CN2CCN(C(=O)c3ccco3)CC2)nc2c1c(=O)n(C)c(=O)n2C,0.6,-7.3
NC(=O)c1cc([N+](=O)[O-])ccc1NCc1ccc(C(=O)O)cc1,-2.5,-3.5
CN(CC(=O)Nc1ccc(Cl)c(C(F)(F)F)c1)Cc1cc(=O)n2ccsc2n1,0.8,3.5
CCC(=O)NC(=S)NNC(=O)c1ccc(NC(=O)c2ccccc2)cc1,-1.6,6.5
N=C1C(c2nc(-c3ccc(Br)cc3)cs2)=C(O)CN1NC(=O)c1ccc([N+](=O)[O-])cc1,10.0,-1.3
COCCCNC(=O)CC1C[C@H](C(=O)N2CCOCC2)[C@@]2(CCC3CCCC3)c3[nH]c4ccc(OC)cc4c3CCN2C1=O (stereo partly drawn),0.9,-8.1
Cc1cc(C)c(S(=O)(=O)N2CCOC2CNC(=O)C(=O)NCCc2c[nH]c3ccccc23)c(C)c1 (stereo not drawn),30.2,-11.9
Cc1cccc(-c2cccc(NC(=O)C3CCCN(C(=O)c4cccnc4)C3)c2)c1 (stereo not drawn),0.4,-2.5
Cc1nc2ncnn2c(C)c1CCC(=O)NCCc1ccccc1,12.9,-0.6
Cc1cc2cc(CNC(=O)c3cccc([N+](=O)[O-])c3)ccc2n1C,12.8,3.1
COc1ccc(C(=O)N/C(=C\c2ccc([N+](=O)[O-])cc2)C(=O)NC(CCSC)C(=O)O)cc1 (stereo not drawn),-2.1,3.9
O=C(CCC1CCCN(C(=O)c2ccc3[nH]ccc3c2)C1)N1CCN(c2ccccn2)CC1 (stereo not drawn),-10.9,7.6
CCCCN1CC(COCc2ccccc2)Oc2cccc(Oc3ccccc3)c2S1(=O)=O (stereo not drawn),-7.8,8.2
NC(=O)Cc1ccc(OCc2nn[nH]n2)cc1,-2.8,2.8

# Part of the list above in a different format.
# The line under a structure holds: H9c2 TAG inh, H9c2 TAG inh DAPI viability
> CCCCN1CC(COCc2ccccc2)Oc2cccc(Oc3ccccc3)c2S1(=O)=O (stereo not drawn)
  -7.8, 8.2
> NC(=O)Cc1ccc(OCc2nn[nH]n2)cc1
  -2.8, 2.8

# The list continues:
SMILES,H9c2 TAG inh,H9c2 TAG inh DAPI viability
O=C(NCCC1=CCCCC1)C1CCN(S(=O)(=O)c2ccccc2C(F)(F)F)CC1,16.8,-13.0
Cc1cc(NC(=O)C2CCN(S(=O)(=O)c3cnc[nH]3)CC2)ccc1Br,2.8,-7.3
Cc1noc(C)c1CSc1nnc(-c2cccnc2)n1C1CCCCC1C (stereo not drawn),1.9,10.8
Cc1ccccc1OCCC(=O)OCC(=O)NC(=O)c1ccccc1,0.5,1.6
NC(=O)C1CCN(C(=O)C(=O)c2cn(CC(=O)N3CCCCCC3)c3ccccc23)CC1,3.8,2.0
CCCCCCP(=O)(O)c1ccccc1,-13.2,2.1
CC(=O)n1cc([C@@H]2C=C(C(=O)N3CCN(Cc4ccc5c(c4)OCO5)CC3)O[C@H](OCc3ccc(CO)cc3)C2)c2ccccc21,19.5,4.7
CC1=C(C(=O)N(C(C)C)C(C)C)CC(CC(=O)NC2CCCCC2)C(=O)N1Cc1ccccc1 (stereo not drawn),-4.5,-5.1

# Grouped by structure, those above containing a Cl atom
SMILES,H9c2 TAG inh,H9c2 TAG inh DAPI viability
Cc1ccc(C(NC(=O)NCCCN2CCOCC2)=C(Cl)Cl)cc1F,21.3,-16.5
NC(=O)C(c1ccc(Cl)cc1)c1ncc(C(F)(F)F)cc1Cl (stereo not drawn),-44.1,4.4
O=C(N/N=C/c1cc2ccccc2nc1Cl)c1ccncc1,6.8,-8.4
Cc1onc(-c2c(F)cccc2Cl)c1C(=O)Nc1nnc(-c2ccccc2)s1,-1.9,-8.9
O=C(NCc1ccc2c(c1)OCO2)c1cccnc1Cl,7.4,10.7
C/C(CC(=O)Nc1ccc(C)c(Cl)c1)=N\NC(=O)Cc1cnc(N)s1,0.4,3.5
O=C(Cc1ccc(Cl)cc1)NNC(=O)C1CC=CCC1C(=O)O (stereo not drawn),-5.9,2.5
O=C(NC1CCN(Cc2ccccc2)CC1)c1cc(S(=O)(=O)N2CCOCC2)ccc1Cl,-13.3,0.8
O=C(CC(=O)N/N=C/c1c(F)cccc1Cl)NCCc1ccccc1,-3.4,1.6
Cc1cc(Cl)ccc1C(=O)C1CCCN(C(=O)CN2CCOC2=O)C1 (stereo not drawn),-1.6,-3.1
Cc1ccc(NC(=S)NNC(=O)c2nn(C)cc2Cl)cc1,-2.8,-3.1
C=CCN(c1ccc(Cl)cc1)S(=O)(=O)c1cccc(C(=O)OCC(=O)N(C)C)c1,-17.7,-10.5
CN(CC(=O)Nc1ccc(Cl)c(C(F)(F)F)c1)Cc1cc(=O)n2ccsc2n1,0.8,3.5
